AMPAR-TARP mod = GluA2-stargazin AMPA receptor complex modulation. O88602+P19491. HEK293 GluA2+stargazin, membrane potential dye (FDSS), glutamate EC50; hits were called plate by plate, in both directions. calls only at 30 µM. hit rate 3.5% among 40,000;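 active = any of four per-well response measures lying three or more SD from its plate-wide compound average, in either direction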
Target sequence (O88602 whole entry, looked up): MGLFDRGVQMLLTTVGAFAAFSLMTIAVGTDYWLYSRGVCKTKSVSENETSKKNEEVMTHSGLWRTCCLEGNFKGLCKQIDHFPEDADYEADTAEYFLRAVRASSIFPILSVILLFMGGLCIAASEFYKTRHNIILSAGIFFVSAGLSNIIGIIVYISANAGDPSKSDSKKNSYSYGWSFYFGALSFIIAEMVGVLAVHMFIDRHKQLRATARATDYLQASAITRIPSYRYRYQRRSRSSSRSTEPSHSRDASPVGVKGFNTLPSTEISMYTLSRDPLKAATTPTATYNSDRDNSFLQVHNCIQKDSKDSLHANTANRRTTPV
Target sequence (P19491 whole entry, looked up): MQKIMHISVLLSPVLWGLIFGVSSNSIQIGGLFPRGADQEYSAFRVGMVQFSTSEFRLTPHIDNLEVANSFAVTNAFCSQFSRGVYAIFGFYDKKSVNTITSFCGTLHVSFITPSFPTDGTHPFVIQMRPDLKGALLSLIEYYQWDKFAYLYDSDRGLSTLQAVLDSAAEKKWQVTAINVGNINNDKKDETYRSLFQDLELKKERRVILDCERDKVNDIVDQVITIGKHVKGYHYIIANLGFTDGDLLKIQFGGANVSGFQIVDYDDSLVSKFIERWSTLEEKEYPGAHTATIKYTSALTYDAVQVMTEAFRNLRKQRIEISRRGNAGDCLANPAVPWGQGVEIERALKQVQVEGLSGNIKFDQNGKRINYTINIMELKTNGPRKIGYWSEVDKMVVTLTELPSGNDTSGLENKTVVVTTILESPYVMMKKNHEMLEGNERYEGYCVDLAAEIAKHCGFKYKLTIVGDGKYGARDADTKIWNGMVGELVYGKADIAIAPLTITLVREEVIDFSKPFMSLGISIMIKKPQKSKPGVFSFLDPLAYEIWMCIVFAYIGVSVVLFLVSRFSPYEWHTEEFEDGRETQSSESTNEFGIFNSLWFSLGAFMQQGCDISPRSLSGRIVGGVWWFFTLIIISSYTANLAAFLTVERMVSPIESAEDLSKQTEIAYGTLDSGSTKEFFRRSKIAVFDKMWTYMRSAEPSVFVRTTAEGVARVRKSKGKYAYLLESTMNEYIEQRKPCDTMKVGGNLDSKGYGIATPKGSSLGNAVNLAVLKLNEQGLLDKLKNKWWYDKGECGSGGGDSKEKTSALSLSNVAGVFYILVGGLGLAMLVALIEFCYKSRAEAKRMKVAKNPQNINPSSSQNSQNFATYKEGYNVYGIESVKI
AMPAR-TARP mod agonism max-min = also measured in AMPAR-TARP mod; calls as there; compound max-min signal; compound-alone response (agonism);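 unitless range of fluorescence divided by baseline over first 100 seconds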
AMPAR-TARP mod glutamate slope = recorded beside AMPAR-TARP mod, whose call it bears; glutamate slope, % of max; measured here: glutamate response slope, % max;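 scaled per plate between vehicle wells and maximal 1 mM glutamate control wells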
Starred values were filed as active, the others as inactive; i = inactive; + = active, no number; & = joins results of further samples.

SMILES	AMPAR-TARP mod	AMPAR-TARP mod agonism max-min	AMPAR-TARP mod glutamate slope
Cc1cc(=O)[nH]c(-n2nc(C)c(CCC(=O)Nc3ccccc3-c3ccccc3)c2C)n1	i	0.14	50
CCc1ccc(S(=O)(=O)NCCn2nc(-c3ccc(OC)cc3)ccc2=O)cc1	i	0.059	18
CCc1nc2ccccc2n1CCOc1ccccc1	i	0.048	67
CC(C)NC(=O)c1nsc(C(=O)N2CCN(c3ccc(F)cc3)CC2)c1N	i	0.083	57
Cn1ncc2c1ncn1c(-c3ccc(C(C)(C)C)cc3)nnc21	i	0.11	47
COC(=O)c1ccc(NC(=O)Cn2nc(SC)c(S(=O)(=O)c3ccccc3)c2N)cc1	i	0.11	46
CCCCOC(=O)Cn1c2ccc(OC)cc2c2nc3ccccc3nc21	i	0.084&0.025	54&108
O=C(Nc1ccccc1Cl)N1CCC(c2cccs2)CC1	i	0.11	68
CCOc1ccc(C2/C(=C(\O)c3cccc(OC)c3)C(=O)C(=O)N2c2cc(C)on2)cc1 (configuration not stated)	i	0.1	42
CCS(=O)(=O)c1cccc(C(=O)N(CCN2CCOCC2)c2nc3c(Cl)cccc3s2)c1	i	0.066	58
CS(=O)(=O)N1CCC(C(=O)NCCn2ncc3c(N4CCCC4)ncnc32)CC1	i	0.14	75
O=C(NC(c1ccccc1)c1ccccc1)C1CCCN(C(=O)NC2CC2)C1 (configuration not stated)	i	0.1	65

Single entries from above.
For AMPAR-TARP mod agonism max-min, CS(=O)(=O)N1CCC(C(=O)NCCn2ncc3c(N4CCCC4)ncnc32)CC1 has 0.14
For AMPAR-TARP mod agonism max-min, CCCCOC(=O)Cn1c2ccc(OC)cc2c2nc3ccccc3nc21 has 0.084&0.025

Next part
SMILES	AMPAR-TARP mod	AMPAR-TARP mod agonism max-min	AMPAR-TARP mod glutamate slope
O=C(NCC1CCN(C(=O)c2cc3ccccc3o2)CC1)c1ccc2nsnc2c1	+	0.04*	46*
O=C(NCc1ccc(F)cc1)C(=O)Nc1cccc(N2CCCC2=O)c1	i	0.038	49
COc1ccc(C(=O)Nc2sc3c(c2-c2nc4ccccc4s2)CCN(C)C3)c(OC)c1	i	0.083	60
O=C(CC1CCCC1)N1CCN(c2ncnc3c2nnn3-c2ccccc2)CC1	i	0.024	53
CC(O)(CNC(=O)/C=C/c1ccccc1)c1ccccc1 (configuration not stated)	i	0.098	61
COc1c(Cl)cc(Cl)cc1C(=O)Nc1ccc(N2CCN(C)CC2)cc1	i	0.086	31
COc1ccccc1NC(=O)N1CCC(CNS(=O)(=O)c2cccnc2)CC1	i	0.072	40
O=C(NCC(c1ccco1)N1CCOCC1)c1ccc2nsnc2c1 (configuration not stated)	i	0.13	54
COc1ccc(S(=O)(=O)N2CCCc3cc(NS(=O)(=O)c4ccc(F)c(C)c4)ccc32)cc1	i	0.1	78
COc1ccccc1-c1c(C)nn2c(NCCCn3ccnc3)cc(C)nc12	i	0.2	52
COC(=O)NCc1nc2ccccc2n1Cc1ccc2ccccc2c1	i	0.069	59
CC(=O)NCCn1ncc2c(N3CCOCC3)ncnc21	i	0.082	59
O=C(NCC1(O)CCCC1)c1ccc(Br)o1	i	0.082	53
Cc1cc(C)c(S(=O)(=O)NCCO)c(C)c1N(C)S(=O)(=O)c1ccccc1	i	0.053	49
CCCCOc1ccc(NC(=O)N2CCN(CCn3nc(C)cc3C)CC2)cc1	i	0.15	78
COc1ccc(C2=NN(C(C)=O)C(c3cc(OC)c(OC)c(OC)c3)C2)cc1 (configuration not stated)	i	0.032	56
CCn1nc(C)cc1C(=O)N(CCN1CCOCC1)c1nc2c(OC)ccc(Cl)c2s1	i	0.13	42
COc1cc(NS(=O)(=O)c2ccc3c(c2)CCCC3)ccc1N1CCCCC1=O	+	0.16*	71*
CCSc1nc2c(c(=O)[nH]c(=O)n2C)n1CCCOc1ccccc1	i	0.071	48
Cn1c(C(F)(F)F)nn(CCNC(=O)c2ccccc2Br)c1=O	i	0.078	45
CCOC(=O)c1ccc(N/C=C(\C#N)C(=O)Nc2cccc(Cl)c2)cc1	i	0.15	50
COc1ccccc1NC(=O)c1ccc(=O)n(Cc2ccc(C(F)(F)F)cc2)c1	i	0.047	49
Cc1nccn1CC1CCN(C(=O)Nc2ccc3c(c2)OCO3)CC1	i	0.1	48
CCSC1=NCCN1C(=O)C(C)(C)Oc1ccc(Cl)cc1	i	0.045	47
CCOc1ccc(-c2ccc(=O)n(CC(=O)NCc3ccc(C)cc3)n2)cc1	i	0.032	59
COc1ccccc1CNC(=O)C(=O)Nc1ccc(C)c(N2CCCC2=O)c1	i	0.04	59
O=C(NCC1CCN(C(=O)c2ccccc2F)CC1)NC(c1ccccc1)c1ccccc1	i	0.041	64
COc1cc(C(C)=O)ccc1OCC(O)Cn1ccnc1 (configuration not stated)	i	0.087	51
Cc1ccc(NC(=O)Nc2ccc(N3CCCS3(=O)=O)cc2)cc1	i	0.11	48
CCOC(=O)Nc1sc(-c2ccccc2)cc1C(N)=O	i	0.18	47
O=C(CCc1ccccc1)NCCCS(=O)(=O)N1CCN(c2ccccc2)CC1	i	0.12	88
COc1ccc(N2C(=O)C3N=NN(CC(=O)Nc4c(C)cc(C)cc4C)C3C2=O)cc1OC (configuration not stated)	i	0.11	56
COC(=O)c1ccc(C(=O)NCC(C)(O)C2CC2)cc1 (configuration not stated)	i	0.098	60
Cc1ccc(NC(=O)c2ccc(=O)n(CC(=O)Nc3c(C)cc(C)cc3C)n2)cc1	i	0.034	43
CCN1CCN(C(=O)C(=O)c2cn(CC(=O)N3CCOCC3)c3ccccc23)CC1	i	0.063	61
Cc1ccc(CNC(=O)C(=O)NCC(C)(O)C2CC2)cc1 (configuration not stated)	i	0.11	62
CCOc1ccc(-n2nnnc2SC(C)C(=O)Nc2cc(C)on2)cc1 (configuration not stated)	+	0.086*	6.2*
Cc1cccc(CC(=O)NCC(O)c2ccsc2)c1 (configuration not stated)	i	0.1	59
CN(C)S(=O)(=O)c1ccc(C(=O)NCCOc2cccc(C(F)(F)F)c2)cc1	i	0.14	59
CNc1cc(S(=O)(=O)N2CCCCC2)ccc1OC	i	0.099	83
O=C(c1cccc(-n2cnnn2)c1)N1CCN(c2ccc(-c3ccccn3)nn2)CC1	i	0.14	23
Cc1nnc2ccc(N3CCN(S(=O)(=O)c4ccccc4Cl)CC3)nn12	+	0.17*	32*
COc1ccc(/C=C/C(=O)Nc2ccccc2)cc1OC	i	0.12	72
CCCn1c(NC(C)c2cc(Cl)ccc2O)nc2ccccc21 (configuration not stated)	i	0.087	31
CC1=C(C(=O)OCc2ccccc2)C(c2ccc(Cl)cc2)NC(=O)N1 (configuration not stated)	i	0.067	57
COc1ccccc1-c1ccc(=O)n(CC(=O)N2CCN(c3ccccc3)CC2)n1	i	0.017	52
COc1ccc(OCC(O)CN2CCN(c3cccc(C(F)(F)F)c3)CC2)cc1 (configuration not stated)	i	0.038	31
O=C(CCCS(=O)(=O)c1ccccc1)Nc1nc(-c2ccc(Cl)cc2Cl)cs1	i	0.1	53
Cc1cccc(Oc2coc3cc(OCC(O)Cn4nc(C)c(C)c4C)ccc3c2=O)c1 (configuration not stated)	i	0.065	73
CCn1ccnc1N1CCN(C(=O)c2ccc(C(F)(F)F)cc2)CC1	i	0.07	65
CCN1C(=O)c2cccc3c(NC(=O)Cc4ccc(SC)cc4)ccc1c23	i	0.098	55
CS(=O)(=O)N1CCC(CNC(=O)C2CCC2)CC1	i	0.06	43
COC(=O)c1ccc(NC(=O)c2ccc(=O)n(Cc3cccc(F)c3)n2)cc1	i	0.099	73
CC(C(=O)Nc1ccc(Cl)c([N+](=O)[O-])c1)N1C(=O)c2ccccc2S1(=O)=O (configuration not stated)	i	0.067	59
CS(=O)(=O)c1ccc(NC(=O)Cn2c(-c3ccc(F)cc3)ncc(C#N)c2=O)cc1	i	0.15	46
Cc1ccc(NC(=O)c2ccc(CN3CCNCC3)cc2)cc1Nc1nccc(-c2cccnc2)n1	i	0.11	70
CCOc1ccc(NS(=O)(=O)c2cc(C(=O)n3nc(C)cc3C)n[nH]2)cc1	i	0.11	58
O=C(NCc1cccs1)N1CCC(c2nc3ccccc3[nH]2)CC1	i	0.13	75
Cc1cc(C)cc(C(=O)N2CCC3(CC2)CC(=O)c2ccccc2O3)c1	i	0.038	94
CN(C)C(=O)Cc1ccc(NC(=O)c2ccc(F)cc2Cl)cc1	i	0.047	38
The list goes on.
SMILES	AMPAR-TARP mod	AMPAR-TARP mod agonism max-min	AMPAR-TARP mod glutamate slope
CCc1cc2c(=O)n(-c3ccccc3)c(SCC(=O)NCc3ccco3)nc2s1	i	0.079	50
COc1cc(OC)cc(C(=O)N2CCN(c3ccc(-c4ccncc4)nn3)CC2)c1	+	0.24*	50*
CCC(C)(C)OCC(O)CN1C(C)(C)CCCC1(C)C (configuration not stated)	i	0.082	56
COc1ccccc1OCC(O)CN1CCN(c2ccccc2OC)CC1 (configuration not stated)	i	0.098	50
CCn1c(SCC(=O)NC)nnc1-c1cn(C)nc1OC	i	0.053	38
O=C(NC1CCCC1)c1ccc(Cn2c(=S)[nH]c3ccc(Br)cc3c2=O)cc1	i	0.13	81
Cc1ccc(OCc2ccc(C(=O)Nc3ccccc3)o2)cc1	i	0.099	49
O=C(Nc1ccc2c(c1)C(=O)N1CCCCC1CCO2)c1ccccc1C(F)(F)F (configuration not stated)	i	0.09	56
CC(=O)N1CCN(S(=O)(=O)c2ccc(C(=O)Nc3ccc(C)cc3)cc2)CC1	i	0.1	63
Cc1cc(NC(=O)C(=O)NCC(c2ccc(F)cc2)N2CCOCC2)c2ccccc2n1 (configuration not stated)	i	0.075	50
O=C(Cn1nc2c(cc1=O)CCCC2)Nc1cccc2ccccc12	i	0.035	63
Cc1ccc(Oc2cccc(NC(=O)c3cccc4ccccc34)c2)nn1	i	0.095	68

Entries shown so far that have fluorine, in the order listed:
SMILES	AMPAR-TARP mod	AMPAR-TARP mod agonism max-min	AMPAR-TARP mod glutamate slope
CC(C)NC(=O)c1nsc(C(=O)N2CCN(c3ccc(F)cc3)CC2)c1N	i	0.083	57
O=C(NCc1ccc(F)cc1)C(=O)Nc1cccc(N2CCCC2=O)c1	i	0.038	49
COc1ccc(S(=O)(=O)N2CCCc3cc(NS(=O)(=O)c4ccc(F)c(C)c4)ccc32)cc1	i	0.1	78
Cn1c(C(F)(F)F)nn(CCNC(=O)c2ccccc2Br)c1=O	i	0.078	45
COc1ccccc1NC(=O)c1ccc(=O)n(Cc2ccc(C(F)(F)F)cc2)c1	i	0.047	49
O=C(NCC1CCN(C(=O)c2ccccc2F)CC1)NC(c1ccccc1)c1ccccc1	i	0.041	64
CN(C)S(=O)(=O)c1ccc(C(=O)NCCOc2cccc(C(F)(F)F)c2)cc1	i	0.14	59
COc1ccc(OCC(O)CN2CCN(c3cccc(C(F)(F)F)c3)CC2)cc1 (configuration not stated)	i	0.038	31
CCn1ccnc1N1CCN(C(=O)c2ccc(C(F)(F)F)cc2)CC1	i	0.07	65
COC(=O)c1ccc(NC(=O)c2ccc(=O)n(Cc3cccc(F)c3)n2)cc1	i	0.099	73
CS(=O)(=O)c1ccc(NC(=O)Cn2c(-c3ccc(F)cc3)ncc(C#N)c2=O)cc1	i	0.15	46
CN(C)C(=O)Cc1ccc(NC(=O)c2ccc(F)cc2Cl)cc1	i	0.047	38
O=C(Nc1ccc2c(c1)C(=O)N1CCCCC1CCO2)c1ccccc1C(F)(F)F (configuration not stated)	i	0.09	56
Cc1cc(NC(=O)C(=O)NCC(c2ccc(F)cc2)N2CCOCC2)c2ccccc2n1 (configuration not stated)	i	0.075	50

(more compounds)
SMILES	AMPAR-TARP mod	AMPAR-TARP mod agonism max-min	AMPAR-TARP mod glutamate slope
C=CCn1c(SCc2nc(-c3ccc(SC)cc3)no2)nc2cc3c(cc2c1=O)OCO3	i	0.086	52
COc1ccc2nc(-c3ccc(NS(=O)(=O)c4cc(C)ccc4C)cc3)cn2n1	i	0.074	67
COc1ccc(C)cc1S(=O)(=O)NCCNc1ccc(Nc2ccccn2)nn1	i	0.17	58
Cc1ccc2c(CC(=O)N3CCN(C(=O)c4ccco4)CC3)cc(=O)oc2c1	i	0.087	30
COc1cccc(OCC(=O)Nc2ccc(CC(=O)NCc3cccs3)cc2)c1	i	0.098	48
COc1ccc(C(=O)NCCS(=O)(=O)N(CC(C)C)CC(C)C)cc1	i	0.098	46
Cc1ccc(Cl)cc1NC(=O)CN1N=NC2C(=O)N(c3ccc(F)cc3)C(=O)C21 (configuration not stated)	i	0.13	65
COCCNC(=O)c1ccc(Cn2c(SCC#N)nc3ccccc3c2=O)cc1	i	0.1	81
Cn1cccc1C(CNC(=O)C(=O)NCCC1=CCCCC1)N1CCCCCC1 (configuration not stated)	i	0.059	59
CCn1ccnc1N1CCN(CC(=O)NC2CCCCC2)CC1	i	0.04	22
CCc1nc2sc(C(c3ccccc3F)N3CCN(Cc4ccccc4)CC3)c(O)n2n1 (configuration not stated)	i	0.084	-5
Cc1ccc(-n2nc3c(c2-n2cccc2)CN(C(=O)c2ccsc2)C3)cc1	+	0.058*	84*
COc1cccc(CNC(=O)C2CCCN(c3ccc(Sc4ccc(C)cc4)nn3)C2)c1 (configuration not stated)	i	0.059	48
Cn1nnc2c(=O)n(CC(=O)c3ccc(Cl)cc3)cnc21	i	0.081	68
COc1ccc(-c2cc(CC(=O)NCc3ccco3)no2)cc1OC	i	0.055	50
CC(=O)c1ccc(C(=O)Nc2sc3c(c2-c2nc4ccccc4s2)CCN(C(C)=O)C3)cc1	i	0.12	66
Cc1cc(C)cc(C(=O)NCCn2ncc3c(N4CCCCCC4)ncnc32)c1	i	0.043	52
CCc1nnc2ccc(N3CCN(S(=O)(=O)c4ccc5c(c4)OCCO5)CC3)nn12	i	0.12	40
CC(=O)N1CCc2ccc(NS(=O)(=O)c3ccc(F)c(Cl)c3)cc21	i	0.094	32
O=C(CCN1C(=O)c2ccccc2S1(=O)=O)Nc1ccccc1Cl	i	0.05	58
O=C(CSc1nc(=O)n(CC2CCCO2)c2c1CCC2)N1CCN(c2ccccc2)CC1 (configuration not stated)	i	0.082	56

Some of the compounds tested. The share of hits here may be higher or lower than overall.
